Compound activity (PubChem BioAssay)
LANA DNA inh: KSHV C-LANA DNA binding inhibition; AID 504423; 0.078% of 340,000 active; inhibition, % at 9 µM; MBP-C-LANA/FAM-LBS DNA binding, fluorescence polarization;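 active = highest replicate inhibition at or above 60% at 9 µM, even if other replicates fall short; inactive = all replicates below 60% inhibition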;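 also: 0% = neutral control wells and 100% = 4 µM acridine orange control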
Cardiac RTF inh: cardiac RTF calcium desensitization; P19429+P45379; IANBD-labeled cardiac RTF, Ca2+ fluorescence; inhibition, % at 7.15 µM; 0.12% of 340,000 active;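 active = inhibition above the mean inhibition of all tested compounds plus 3 SD, cut at about 17% in these data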;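 also: assay run at fixed EC70 calcium of 1.6 mM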
SR-BI DiI inh: mouse SR-BI HDL lipid transfer inhibition; Q61009; ldlA[mSR-BI] CHO cells, DiI-HDL uptake fluorescence, 3 h; inhibition, % at 12.5 µM; 0.96% of 320,000 active; AID 488896;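 active = mean replicate inhibition of at least 70% and a set share of replicates each scoring 70 or more; inconclusive = meets just one of the two criteria; inactive = fails both criteria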;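 also: 0% = median of neutral control wells and 100% = median of positive control wells; values of inactives mirror those of a sister screen read the other way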
PKA-R2B act: activators of human PKA-R2B complex; 0.079% of 340,000 active; activation, % at 11.4 µM; P22694+P31323; AID 504700; PKA-R2B holoenzyme dissociation, Cy5-IP20 fluorescence polarization; R2B truncated from residue 108, S112A mutant; 0% DMSO only, 100% 113 µM cGMP;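 active = activation above a cutoff set at the mean over all compounds plus 3 SD, cut at about 18% in these data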;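 also: higher means more holoenzyme dissociation and a rise in polarization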
Target sequence (P31323 whole entry, looked up, other chains not shown, the tested form may be a part): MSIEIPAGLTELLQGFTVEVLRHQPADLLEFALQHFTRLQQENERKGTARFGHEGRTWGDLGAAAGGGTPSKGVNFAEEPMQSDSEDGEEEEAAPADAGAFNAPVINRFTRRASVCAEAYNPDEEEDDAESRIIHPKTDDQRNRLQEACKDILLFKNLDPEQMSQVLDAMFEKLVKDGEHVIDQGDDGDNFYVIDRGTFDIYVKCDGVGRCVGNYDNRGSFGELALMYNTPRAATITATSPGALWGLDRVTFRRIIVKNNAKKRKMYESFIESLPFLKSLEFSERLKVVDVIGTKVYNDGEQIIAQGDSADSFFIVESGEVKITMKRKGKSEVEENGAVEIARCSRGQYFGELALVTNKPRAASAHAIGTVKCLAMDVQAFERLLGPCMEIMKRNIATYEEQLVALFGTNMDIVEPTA
Arr AP2 block: blocks beta-arrestin peptide binding to AP2 adaptin; FITC-arrestin peptide / GST-AP2 beads, flow cytometry; AP2 beta2 appendage carries R879A mutation; inhibition, % at 10 µM; 0.31% of 340,000 active;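 active = inhibition above a set limit, near 3 SD of compounds lacking own fluorescence, cut at about 54% in these data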;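 also: plate controls were DMSO wells for no effect and 5 µM unlabelled arrestin peptide for full effect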
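Test system: GST-tagged AP2 beta2-adaptin appendage (R879A) on 4 µm glutathione beads; also added: fluorescein-tagged arrestin peptide at 50 nM final; timing: 12 min plus 1 h, RT; signal: flow cytometry, FL1 (488/535 nm); read-out: percent drop in bead-associated FITC signal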
Keap1 Nrf2 FP: disrupts human Keap1 binding to Nrf2 peptide; 0.15% of 340,000 active; Q14145; inhibition, % at 9.4 µM; Keap1 Kelch-Nrf2 peptide fluorescence polarization, 1536-well; in the data active = inhibition above about 12%; inconclusive = no clear call, values can overlap the other calls; inactive = below about 7.3%;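 also: human Keap1 Kelch domain with fluorescein labeled Nrf2 9mer peptide probe; 0% = neutral control wells and 100% = peptide positive control; higher means more block of Keap1 binding to Nrf2 peptide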
DAGLB inhibitor: blocks human DAGLB lipase activity; Q8NCG7; HEK293T DAGLB membrane lysate, EnzChek fluorogenic substrate; inhibition, % at 5.17 µM; 0.059% of 340,000 active; in the data active = inhibition above about 34%;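 also: 0% = enzyme with vehicle and 100% = wells lacking enzyme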
Target sequence (Q8NCG7 whole entry, looked up): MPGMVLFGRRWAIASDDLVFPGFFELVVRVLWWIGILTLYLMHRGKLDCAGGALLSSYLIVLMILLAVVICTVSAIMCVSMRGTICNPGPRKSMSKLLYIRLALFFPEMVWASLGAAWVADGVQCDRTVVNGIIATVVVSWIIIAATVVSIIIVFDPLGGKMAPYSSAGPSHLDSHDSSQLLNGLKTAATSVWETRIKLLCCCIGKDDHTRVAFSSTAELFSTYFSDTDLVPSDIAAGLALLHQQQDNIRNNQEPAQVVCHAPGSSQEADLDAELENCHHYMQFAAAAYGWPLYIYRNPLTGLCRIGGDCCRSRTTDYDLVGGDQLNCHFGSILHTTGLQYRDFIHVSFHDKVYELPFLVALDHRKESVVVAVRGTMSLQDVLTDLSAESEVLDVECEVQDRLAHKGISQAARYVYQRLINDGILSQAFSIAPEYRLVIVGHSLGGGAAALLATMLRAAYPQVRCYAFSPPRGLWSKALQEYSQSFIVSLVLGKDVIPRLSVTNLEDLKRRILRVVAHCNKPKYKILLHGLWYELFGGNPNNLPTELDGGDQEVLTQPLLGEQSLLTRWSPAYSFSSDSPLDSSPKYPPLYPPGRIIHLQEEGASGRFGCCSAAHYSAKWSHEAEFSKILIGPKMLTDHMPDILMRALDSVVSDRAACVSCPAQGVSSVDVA
SR-BI uptake up: activators of SR-BI mediated HDL lipid uptake; CHO ldlA[mSR-BI] cells, DiI-HDL uptake fluorescence, 3 h; 100 = double the neutral-control signal; activation, % at 12.5 µM; 0.096% of 320,000 active;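 active = mean replicate activation of at least 60% and every replicate at or above 60%; inconclusive = mean or all-replicate condition met, but not both; inactive = mean below 60% and not all replicates reaching 60%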;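 also: 0% = median plate neutral-control signal and 100% = twice that signal; values of inactives mirror those of a sister screen read the other way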
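Test system: SR-BI-overexpressing, LDLR-lacking CHO cells; Medium: Ham's F12 with 0.5% BSA, HEPES 25 mM, pH 7.4; Schedule: 3 h, 37 °C; Technique: bottom-read fluorescence, 550/595 nm.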
PvdQ acylase: blocks Pseudomonas aeruginosa PvdQ acylase activity; AID 488965; 0.063% of 340,000 active; purified PvdQ acylase, fluorescence plate reader; inhibition, % at 10 µM; in the data active = inhibition above about 30%, passing the limit was not always enough; inconclusive = no clear call, values can overlap the other calls;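 also: 0% = vehicle neutral wells and 100% = reference inhibitor wells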
NSD2 HMT inh: NSD2 (human) methyltransferase inhibition; NSD2 peptide methylation, AlphaScreen, 120 min; inhibition, % at 12.5 µM; 0.54% of 310,000 active; in the data active = inhibition above about 50%
* = called active by the depositor; ? = inconclusive; . = not tested or not shown; & = joins results of further samples.

SMILES	LANA DNA inh	Cardiac RTF inh	SR-BI DiI inh	PKA-R2B act	Arr AP2 block	Keap1 Nrf2 FP	DAGLB inhibitor	SR-BI uptake up	PvdQ acylase	NSD2 HMT inh
Cc1ccc(C(=O)OCC(=O)Nc2ccc3c(c2)OCO3)c(O)c1	0.3	-4	-15	-1	8	2	-3	15	-4	0
COc1ccc(CNC(=O)C2CCN(c3nccs3)CC2)cc1	6.8	-6	-1	-6	9	-5	1	1	-16	-3
Cc1ccc(CNC(=O)c2cc3cc(Br)ccc3oc2=N)cc1	1.1	-9	-15	-1	8	-3	-2	15	-6	0
Cc1cccc(C(=O)N2CCCC(Nc3ccc(C(C)C)cc3)C2)n1 (configuration not stated)	0.4	-4	-17	-2	40	-1	-2	17	2	7
COc1ccccc1N(CC(=O)NCCSCc1ccco1)S(=O)(=O)c1ccccc1	-0.3	-12	4	11	6	-2	0	-4	-6	1
Cc1nc(Nc2ccc3c(c2)OCCO3)c2nnn(Cc3ccccc3Cl)c2n1	0.4	-6	36	-10	-8	-8	-4	-36	-8	.
Cc1[nH]c(C)c(S(=O)(=O)N2CCCCC2C)c1C(=O)N1CCCC1 (configuration not stated)	-0.2	0	-18	0	-3	0	-1	18	-3	-3
O=C(CNCC1CCCO1)NCc1ccco1 (configuration not stated)	-0.5	-1	-5	-4	3	-1	0	5	-10	-1
O=C(CCOc1ccccc1)Nc1ccc(Cl)c(S(=O)(=O)N2CCOCC2)c1	-1.5	-9	-15	2	29	-1	-1	15	-9	0
O=C(CCNC(=O)c1ccccc1)NNC(=O)c1ccccc1Br	-2.2	-2	2	2	-3	-2	1	-2	-20	0
Cn1ccnc1C(=O)C1CCCN(Cc2cn[nH]c2-c2ccc(-c3ccccc3)cc2)C1 (configuration not stated)	1.6	-2	15	15	-14	1	0	-15	-12	1
O=C(c1ccc2c3c(cccc13)CC2)C1CCCN(Cc2ccc(OCCO)cc2)C1 (configuration not stated)	-0.9	-1	5	-10	15	-1	3	-5	-8	2
CC1Cc2cc(-c3csc(NC(=O)Cc4cccs4)n3)ccc2N1S(C)(=O)=O (configuration not stated)	0.6	0	-3	-6	1	2	-4	3	-13	-2
O=C(NCC1CCCO1)c1cccc(S(=O)(=O)N2CCCCC2)c1 (configuration not stated)	0.5	4	-22	6	27	2	-2	22	-5	-2
CCN(CC)S(=O)(=O)c1cccc(NC(=O)c2ccc(Br)cc2)c1	-2.7	-23	26	-7	4	-8	-7	-26	-15	3
O=C(Cn1ncc2c(=O)oc3ccccc3c21)NCC1COc2ccccc2O1 (configuration not stated)	0.5	-9	-5	4	7	-1	-2	5	0	.
Cc1ccc(N(Cc2ccccc2)C(=O)c2cccc(S(=O)(=O)N3CCN(C)CC3)c2)cc1	0.6	-1	-11	-13	25	0	-1	11	0	9
O=C(OCC(=O)N1CCOCC1)c1ccccc1O	0.2	5	.	3	1	-3	2	.	-17	-7
Cc1ccc(S(=O)(=O)N2CCOCC2)cc1C(=O)Nc1nc(-c2cccnc2)cs1	0.8	-4	20	3	10	-1	1	-20	-8	-3
CN(C)/C=C1\SC(=S)N(c2ccc(F)cc2)C1=O	1.8	-5	.	-11	7	-2	-1	.	9	-2

Three of the entries above in order of their number in Arr AP2 block, lowest first.
smiles | Arr AP2 block
Cc1nc(Nc2ccc3c(c2)OCCO3)c2nnn(Cc3ccccc3Cl)c2n1 | -8
O=C(OCC(=O)N1CCOCC1)c1ccccc1O | 1
O=C(CNCC1CCCO1)NCc1ccco1 (configuration not stated) | 3

(cont.)
SMILES	LANA DNA inh	Cardiac RTF inh	SR-BI DiI inh	PKA-R2B act	Arr AP2 block	Keap1 Nrf2 FP	DAGLB inhibitor	SR-BI uptake up	PvdQ acylase	NSD2 HMT inh
Cc1cc(C(=O)COc2ccc3ccc(=O)oc3c2)c(C)n1Cc1cccs1	2.8	-13	-5	-2	94*	0	-2	5	-5	2
O=C(c1cc(-c2ccco2)on1)N1CCN(C(c2ccccc2)c2ccccc2)CC1	0.8	-2	-11	-1	-1	-14	-2	11	-21	-1
Cc1ccc(CNC(=O)c2ccc(N3CCC4(CC3)CC(c3cccc(Br)c3)=NO4)c([N+](=O)[O-])c2)cc1	3.5	-2	81*	-12	21	3	-1	-81	8	.
Cc1ccc(/C=N/N2CCN(c3ccc(Cl)cc3)CC2)o1	0.5	-6	21	-13	12	1	-2	-21	-2	1
O=C(O)C1C2C=CC(O2)C1C(=O)Nc1ccc(S(=O)(=O)N2CCc3ccccc32)cc1 (configuration not stated)	-0.8	4	13	-5	2	-3	0	-13	-14	4
CCOC(=O)c1c(NC(=O)c2nn(CC)cc2Br)c(C#N)cn1-c1ccccc1	0.9	-6	55	-1	16	3	-1	-55	-10	29
C=CCOc1ccc(C2NC(=O)c3ccccc3O2)cc1OCC (configuration not stated)	-1.9	-5	18	0	14	-8	1	-18	-2	-1
CCc1ccc(Oc2nnnn2-c2ccc(C(N)=O)cc2)cc1	3.4	2	-8	-9	-11	0	-1	8	-7	13
CC(C)C[C@H](NC(=O)c1nc[nH]c1C(=O)NC(c1ccccc1)c1ccccc1)C(=O)OC(C)(C)C	-0.1	0	17	-8	5	-8	-10	-17	-8	.
CCCS(=O)(=O)c1nc(S(=O)(=O)c2ccc(C)cc2)c(N2CCN(CCO)CC2)s1	-1.6	2	-5	-7	-5	-3	0	5	-8	-2
CCN(CC)C(=O)Cn1cc(C(=O)C(=O)N2CCc3ccccc32)c2ccccc21	5.6	-4	-3	5	-23	?	-2	3	-15	5
Cc1ccc(/C=C/C(=O)NCCc2cccc(Cl)c2)o1	-4.2	8	-17	3	31	-25	1	17	-4	.
NC(=O)CSc1nnc(Cc2ccc3c(c2)OCO3)o1	-0.7	-14	-6	-8	1	-4	1	6	-3	1
CCOC(=O)C1(Cc2ccc(OC)cc2)CCN(C(=O)CCN2CCCC2=O)CC1	-0.4	3	.	-2	17	-4	2	.	11	-5
Cc1ccc(C(=O)Nc2ccc(N3CCOCC3)c3nonc23)cc1[N+](=O)[O-]	-0.2	-40	44	-2	29	-5	5	-44	-1	0
NCCSC1CC(=O)N(Cc2ccc(F)cc2)C1=O (configuration not stated)	-1.5	1	-32	-19	-12	-2	2	32	-18	-25
N#Cc1nnn2c1nc(N)c1c(F)cccc12	-1.4	-5	-7	-3	24	-3	-2	7	11	32
O=C(Cn1c2ccccc2c(=O)c2ccccc21)N/N=C/c1cc([N+](=O)[O-])ccc1N1CCCCCC1	-0.1	-15	23	2	-5	-1	3	-23	-2	.
CC(=O)N1c2ccc(S(=O)(=O)N3CCC(C(=O)N4CCN(c5ccccc5F)CC4)CC3)cc2CC1C (configuration not stated)	0.6	1	20	-13	9	-3	1	-20	1	9
O=C(Nc1ccc(Cl)c(S(=O)(=O)N2CCOCC2)c1)c1ccccc1-c1ccc(C(F)(F)F)cc1	-0.4	2	19	-3	-10	-2	-5	-19	-12	0
O=C(NC(=S)NCCN1CCOCC1)c1ccccc1Br	0.4	-3	-25	2	0	-2	-1	25	-12	-1
CC(=O)c1ccc(N2CCN(C(=O)C3CCN(S(=O)(=O)c4ccc5c(c4)CC(C)N5C(C)=O)CC3)CC2)cc1 (configuration not stated)	0.1	-11	5	-2	30	2	-2	-5	5	1
CC(=O)c1sc(-c2ccc(F)cc2)cc1NS(=O)(=O)c1ccccc1	0.9	-12	.	-6	2	-1	1	.	-5	-6
O=C(CN(c1ccc(F)cc1)S(=O)(=O)c1ccc2c(c1)OCCO2)NCC1CCCO1 (configuration not stated)	1.0	-11	-21	-8	0	3	-4	21	-11	-1
CCc1ccc(OCC(O)CN2CCN(c3ccccc3)CC2)cc1 (configuration not stated)	-0.1&-0.2	-10&10	-5&-15	-7&-1	28&20	-1&-3	-4&-10	5&15	-8&5	1&3
Cc1cccc(NC(=O)CN2CCN(C(=O)c3ccc(-c4nc5ccccc5s4)o3)CC2)c1C	6.9	1	49	-5	59*	-2	-1	-49	5	-3
CC(OC(=O)CCc1nc2ccccc2c(=O)[nH]1)C(=O)NC1CCCC1 (configuration not stated)	8.0	-6	27	9	22	4	1	-27	4	1
Nc1nc(Nc2ccccc2F)nc(NC2CCCCC2)c1[N+](=O)[O-]	-0.8	-6	37	-3	22	-4	-8	-37	9	-2
CCn1c(=S)sc2c(=O)n(CC(=O)Nc3ccc(C(C)=O)cc3)c(C)nc21	1.4	-12	-41	-8	20	-2	4	41	-5	-3
CC12CCC(=O)N1C(C(=O)NCc1ccccc1F)CS2 (configuration not stated)	-1.0	-7	8	10	-1	-5	1	-8	-4	-2
O=C1CCc2cc(S(=O)(=O)N3CCCC3C(=O)N3CCN(c4ccccc4)CC3)ccc2N1 (configuration not stated)	0.6	-6	-12	-1	-2	-3	1	12	-2	.
CCCn1nc(C(=O)OCC(=O)Nc2cccc(OC)c2)c2ccccc2c1=O	-1.0	-8	3	2	11	1	-11	-3	-3	-6
CC1=NNC(=O)C1CCC(=O)N/N=C/c1ccc(Cl)cc1 (configuration not stated)	0.2	0	-24	4	8	2	-1	24	-12	-1
CSc1ccccc1NC(=O)CN(C)CC(=O)c1[nH]c(C)c(C(C)=O)c1C	6.4	2	16	2	-10	-2	-1	-16	-2	0
O=c1[nH]c2ccccc2nc1/C=C(\O)C1CC1	0.1	-15	-12	-9	0	0	0	12	-6	-1
COc1cc(S(=O)(=O)n2nnc3ccccc32)c(OC)cc1Cl	-1.4	-9	-19	5	8	4	0	19	1	1
CCCCC(=O)NCCNC(=O)c1cc(OCC(F)(F)F)ccc1OCC(F)(F)F	1.2	-11	2	0	0	-5	-2	-2	-14	-3
CCOc1cccc(C(=O)N(Cc2ccc(F)cc2)C2CCS(=O)(=O)C2)c1 (configuration not stated)	-0.6	-11	-8	-12	8	-2	-2	8	-15	5
Cc1cc(NC(=O)Cn2nnc3sc4c(c3c2=O)CCC(C(C)(C)C)C4)no1 (configuration not stated)	-2.0	-4	1	-8	-4	-4	-2	-1	0	1
Cc1cccc(NC(=O)C2CCCN(S(=O)(=O)c3cccc4nonc34)C2)c1 (configuration not stated)	-1.7	-4	21	13	36	-2	1	-21	1	-2
Nc1nc(-c2ccc([N+](=O)[O-])cc2)cs1	2.2	-1	-19	-3	-1	-1	3	19	-7	-2
Cc1ccc(C(=O)NCC(=O)OC(C)C(=O)NCCC2=CCCCC2)cc1C (configuration not stated)	0.0	12	-31	-4	3	-2	1	31	3	1
